P. falciparum M1AAP = malaria alanyl aminopeptidase activity blockers – biochemical, fluorogenic H-Leu-NHMec substrate, 1536-well (AID 1445); recombinant M1AAP, H-Leu-NHMec fluorogenic kinetic assay; higher % means a stronger effect; inhibition, % at 30 µM, or IC50 in µM where a hit was titrated; 220,000 compounds, 0.42% hits;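 active means primary inhibition above the hit cutoff, then over 50% inhibition at one or more dose response concentrations, cut at about 23% in these data, passing the limit was not always enough; inconclusive means conflicting primary data, or primary hits not chosen for dose response; inactive means low primary inhibition, or under 50% at every dose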;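 further: plate controls were DMSO full reaction for no effect and no enzyme background for full effect; strong numbers were not always called active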
NOD1 inhibition = NOD1 signaling inhibitors, primary screen, cell-based, luminescence, uHTS (AID 1578); NOD1-driven NF-kB luciferase reporter cells, luminescence; higher % means a stronger effect; inhibition, % at 4 µM, or EC50 in µM where a hit was titrated; 290,000 compounds, 1% hits; in the data active means inhibition mostly above about 36%, no sharp cut-off; inactive means mostly below about 34%;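 further: HEK-293T reporter cells stimulated with the NOD1 agonist gamma-tri-DAP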
KOR beta-arrestin-1 = KOR agonists, beta-arrestin recruitment, primary screen, cell-based, luminescence, uHTS (AID 1777); one-dose activation, % at 10 µM; EC50 in µM for titrated hits; KOR beta-arrestin recruitment, luminescence; higher % means a stronger effect; 280,000 compounds, 0.02% hits; in the data active means activation above about 50%, passing the limit was not always enough; further: a part of the inactive calls stands beside numbers as strong as those of hits
KOR beta-arrestin-2 = KOR antagonists, beta-arrestin recruitment, cell-based, luminescence, uHTS (AID 1778) | 290,000 compounds, 0.091% hits | KOR beta-arrestin recruitment, luminescence, antagonist mode; higher % means a stronger effect | inhibition, % at 10 µM; hits with a dose series show IC50 in µM; further: strong numbers were not always called active
AID2073 = disruptors of CaV2.2 binding to Mint1 – biochemical, HTRF (AID 2073). HTRF protein-protein interaction, Mint1-CaV2.2; higher % means a stronger effect. inhibition, % at 20 µM, or IC50 in µM where a hit was titrated. 290,000 compounds, 0.19% hits; in the data active means inhibition mostly above about 51%, no sharp cut-off; inconclusive means no clear call, values can overlap the other calls; inactive means mostly below about 53%; further: some results filed as inactive read as strong as hits
GPR55 activation = GPR55 agonists via beta-arrestin recruitment, primary screen, imaging, U2OS cells, beta-arrestin-GFP redistribution (AID 1961); U2OS GPR55 beta-arrestin-GFP redistribution imaging; higher % means a stronger effect; one-dose activation, % at 10 µM; EC50 in µM for titrated hits; 290,000 compounds, 0.048% hits;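 active means activation above 40% with more than 50 cells counted in the well; inconclusive means wells holding fewer than 50 cells, flagged as toxic or sparse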;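 further: U2OS osteosarcoma cells stably expressing GPR55 and beta-arrestin-GFP; plate controls were DMSO negative control for no effect and LPI positive control for full effect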
HEK293 NOD2/NF-kB = inhibition of NOD2-driven NF-kB reporter – cell-based, luminescence, uHTS, HEK293 (AID 1566) | one-dose inhibition, % at 4 µM; EC50 in µM for titrated hits | 290,000 compounds, 0.63% hits | HEK293 NOD2/NF-kB luciferase reporter, luminescence; higher % means a stronger effect; further: many of its hits are not listed in these tables
Dynein transport = blocks dynein driven cargo transport along microtubules; 3617.4 mouse cells, GR-EGFP nuclear translocation imaging; test concentration mostly 20 µM; stimulated with dexamethasone, 1 µM; stronger effect = lower value; z-score, hits read low; 220,000 compounds, 0.47% hits; AID 1381;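 active means plate z-score of nuclear minus cytoplasmic receptor signal below a set negative limit, without overly bright fluorescence or cell loss, cut at about -3.5 in these data, passing the limit was not always enough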;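 further: z-score of nuclear minus cytoplasmic ring GR-EGFP intensity difference per well; some compounds called inactive have numbers as strong as hits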
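medium = tetracycline-free induction medium containing charcoal-stripped FBS | also added = 1.0 µM final dexamethasone stimulus | schedule = 48 h induction, 1 h compound, 30 min dex at 37 °C | technique = fixed, Hoechst-stained cells imaged at 10x for EGFP | measure = GR-EGFP nuclear translocation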
P. falciparum M17LAP = P. falciparum M17LAP inhibitors, primary screen, biochemical, fluorogenic H-Leu-NHMec substrate, 1536-well (AID 1619); recombinant M17LAP, H-Leu-NHMec fluorogenic kinetic assay; higher % means a stronger effect; one-dose inhibition, % at 30 µM; IC50 in µM for titrated hits; 220,000 compounds, 0.38% hits;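 active means compound inhibiting the enzyme by more than half at any dose during confirmatory dose-response retesting; inconclusive means strong single-dose inhibitors picked by rank but not retested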;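 further: plate controls were full reaction with DMSO carrier for no effect and no enzyme background for full effect; strong numbers were not always called active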
Dynein transport cytoplasmic EGFP = recorded beside Dynein transport, whose call it bears; z-score; measured here: cytoplasmic GR-EGFP intensity; stronger effect = higher value
Dynein transport nuclear GR-EGFP = also measured in Dynein transport; calls as there; z-score; measured here: nuclear GR-EGFP intensity;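 lower value marks the stronger effect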
Dynein transport cell count = further read-out of Dynein transport, marked with its call; z-score; measured here: cell count per field
The depositor's hits bear a star; ? = inconclusive; / = no result given; [ ] = another dose, or the depositor's remark. Unless noted, no stated cut-off is given here; in the data, active means inhibition above about 50%; inactive means the rest.

Fields – P. falciparum M1AAP, NOD1 inhibition, KOR beta-arrestin-1, KOR beta-arrestin-2, AID2073, GPR55 activation, HEK293 NOD2/NF-kB, Dynein transport, Dynein transport cytoplasmic EGFP, Dynein transport nuclear GR-EGFP, Dynein transport cell count, P. falciparum M17LAP
1) N#Cc1ccc(/C=C/C(=O)c2ccc3c(c2)OCO3)cc1
  -3%, -26%, -1.6%, -18%, -12%, 1.1%, -13%, -1.1, -0.1, -0.69, 0.11, 2%
2) CC1CCC(=NNC(=O)Cc2cccn2C)CC1 (stereo not drawn)
  6%, -14%, -8.6%, 13%, 14%, -0.1%, 12%, -0.15, -0.29, 0.12, 0.6, 16%
3) COc1cc(C(=O)C(=O)c2cc(OC)c(O)c(OC)c2)cc(OC)c1O
  5%, 4%, 0.1%, 11%, 8%, -0.1%, 17%, 0.59, -0.29, 0.27, -0.033, 31%
4) CCOc1cc(S(=O)(=O)NCc2ccc3c(c2)OCO3)c(C)cc1C
  8%, /, -0.7%, 3%, -8%, 0.0%, -13%, 0.12, -0.24, 0.23, 0.87, 0%
5) COc1cccc(C(=O)Nc2ccc3c(c2)C(=O)NC3=O)c1
  /, -7%, -7.6%, -31%[20 µM], 12%, -0.1%, 9%, /, /, /, /, /
6) CS(=O)c1ccccc1COC(=O)Nc1ccccc1 (stereo not drawn)
  6%, -33%, -4.8%, 24%, 1%, 0.7%, -5%, -0.53, -0.3, 0.096, -0.29, -14%
7) COc1ccc(Cc2c(O)nc(SCC(=O)N3CCOCC3)[nH]c2=O)cc1
  -1%, -4%, 6.5%, -4%, 4%, 0.3%, 10%, 0.76, 0.12, 0.021, 0.23, 0%
8) Cc1cc(CN(C)C(=O)c2ccc(OC3CCN(S(=O)(=O)N(C)C)CC3)cc2)n[nH]1
  /, -16%, -1.9%, -4%, -2%, 0.6%, 2%, /, /, /, /, /
9) O=C(CSc1nccc(=O)[nH]1)Nc1cc(C(F)(F)F)ccc1N1CCOCC1
  /, -7%, 1.0%, 6%, 2%, -0.2%, 3%, /, /, /, /, /
10) Cc1cc2ncn(C(=O)c3c(-c4ccccc4)noc3C)c2cc1C
  3%, -3%, -1.3%, -20%, -3%, 0.6%, 4%, 1.9, -0.2, 1.4, 0.14, 13%
11) CCc1c(C2(O)CCCCC2)[nH]c2ccc(C(F)(F)F)cc12
  /, -8%, 7.3%, -42%[20 µM], 6%, -0.2%, 16%, /, /, /, /, /
12) O=C(NCc1ccncc1)C(=O)NCC1OCCCN1S(=O)(=O)c1ccccc1 (stereo not drawn)
  5%, -26%, 9.8%, -10%, 3%, 0.5%, 13%, 0.21, -0.25, -0.23, -0.18, -5%
13) O=C(NCc1cccnc1)C(=O)Nc1nc(-c2ccccc2)cs1
  22%, -6%, 3.5%, -9%, -8%, 0.0%, -110%, 1.2, -0.23, 0.47, -0.9, 31%
14) NNC(=O)c1cc(Cl)ccc1Cl
  -3%, -39%, 0.1%, 6%, 6%, -0.2%, 1%, 0.71, -0.22, 0.15, -0.99, -15%
15) COc1ccc(OCC(=O)NC2CCCCCCC2)cc1
  /, 6%, -3.8%, -4%, 3%, -0.2%, 6%, /, /, /, /, /

Given screen by screen: part of the list above.
11: CCc1c(C2(O)CCCCC2)[nH]c2ccc(C(F)(F)F)cc12
12: O=C(NCc1ccncc1)C(=O)NCC1OCCCN1S(=O)(=O)c1ccccc1 (stereo not drawn)
13: O=C(NCc1cccnc1)C(=O)Nc1nc(-c2ccccc2)cs1
14: NNC(=O)c1cc(Cl)ccc1Cl

screen / no. | 11 | 12 | 13 | 14
P. falciparum M1AAP | / | 5% | 22% | -3%
NOD1 inhibition | -8% | -26% | -6% | -39%
KOR beta-arrestin-1 | 7.3% | 9.8% | 3.5% | 0.1%
KOR beta-arrestin-2 | -42%[20 µM] | -10% | -9% | 6%
AID2073 | 6% | 3% | -8% | 6%
GPR55 activation | -0.2% | 0.5% | 0.0% | -0.2%
HEK293 NOD2/NF-kB | 16% | 13% | -110% | 1%
Dynein transport | / | 0.21 | 1.2 | 0.71
Dynein transport cytoplasmic EGFP | / | -0.25 | -0.23 | -0.22
Dynein transport nuclear GR-EGFP | / | -0.23 | 0.47 | 0.15
Dynein transport cell count | / | -0.18 | -0.9 | -0.99
P. falciparum M17LAP | / | -5% | 31% | -15%

Later entries
Fields – P. falciparum M1AAP, NOD1 inhibition, KOR beta-arrestin-1, KOR beta-arrestin-2, AID2073, GPR55 activation, HEK293 NOD2/NF-kB, Dynein transport, Dynein transport cytoplasmic EGFP, Dynein transport nuclear GR-EGFP, Dynein transport cell count, P. falciparum M17LAP
16) O=C(CN1C(=O)NC2(CCCCC2)C1=O)Nc1ccc2c(c1)CCC2
  1%, -26%, -3.7%, 22%, 12%, 0.1%, -12%, -0.54, -0.21, -0.13, 0.58, 6%
17) Cc1ccc2nc(Cl)c3cc(C(=O)NCCCN4CCCC4)sc3c2c1
  4%, -26%, -3.1%, -44%, 31%, -0.4%, 26%, 0.54, -0.27, 0.53, 0.028, 14%
18) C[C@@H](NC(=O)c1nc[nH]c1C(=O)N[C@@H](Cc1ccccc1)C(=O)OC(C)(C)C)c1ccccc1
  -16%, -22%, -4.3%, 1%, 13%, 0.5%, 16%, 0.15, 0.06, 0.4, -0.36, -8%
19) O=C(NCCC1CC1(Cl)Cl)Nc1ccccc1 (stereo not drawn)
  8%, -8%, 4.1%, 8%, 8%, 0.0%, 3%, -0.065, 0.28, 0.088, 0.41, 8%
20) Cc1ccc(Nc2cc(-c3ccccc3)nc3ncnn23)cc1
  -3%, -4%, -2.1%, -6%, 1%, -0.2%, 16%, -0.16, -0.22, 0.3, 0.43, -3%
21) CCOC(=O)CSc1nc2ccccc2c(=O)n1Cc1ccco1
  5%, -43%, /, 2%, -5%, 0.1%, 8%, -0.36, -0.16, 0.21, 0.2, 3%
22) CCN(CC)S(=O)(=O)c1ccc(NC(=O)CN(c2cccc(F)c2)S(C)(=O)=O)cc1
  3%, -15%, 4.0%, 6%, -10%, -0.1%, 0%, -0.017, -0.22, 0.56, -0.98, -8%
23) COc1ccc(N2C(=O)CC(Nc3ccc(C(=O)O)cc3)C2=O)cc1OC (stereo not drawn)
  -1%, -71%, 1.0%, -25%, -4%, -0.4%, 1%, -0.66, -0.38, -0.7, 1.5, -4%
24) CSc1nc2cc(S(=O)(=O)N3CCCCC3)ccc2s1
  -3%, -3%, 3.1%, 18%, 7%, -0.1%, 15%, -0.23, -0.26, -0.51, 0.34, -3%
25) Cc1nnsc1-c1c(C(=O)Oc2ccccc2)c(C)nn1-c1ccccc1
  1%, -5%, 1.6%, 33%, 4%, 0.7%, 4%, -0.81, -0.27, -0.37, 1.1, 5%
26) O=C(CCCNS(=O)(=O)c1cccc2nsnc12)NCCN1CCN(c2ccccc2F)CC1
  3%, -5%, -1.7%, 4%, 4%, 0.0%, 25%, -0.32, -0.26, 0.0094, 0.44, 2%
27) Cc1ccc(-n2nc3c([n+]2[O-])CCc2c-3no[n+]2[O-])cc1
  -3%, -24%, -0.7%, -31%, -5%, -0.3%, 1%, 0.6, -0.23, 0.94, -0.47, -1%
28) O=C1C2C3C=CC(c4ccccc4)(C2C(=O)N1c1cccc(Cl)c1)C1C(=O)N(c2cccc(Cl)c2)C(=O)C31 (stereo not drawn)
  1%, -52%, 13%, 6%, ?, -0.3%, -46%, -0.14, -0.28, -0.092, 1.1, -5%
29) NC(=O)CCSC(=S)N1CCOCC1
  1%, -31%, 2.3%, -40%, -3%, 0.0%, 9%, 0.07, -0.25, 0.024, 0.24, 0%
30) Cc1ccc([N+](=O)[O-])c2c1C(N1CCCCC1)C(C)(C)O2 (stereo not drawn)
  -3%, -22%, -0.1%, -16%, -3%, 0.3%, 4%, 2.1, -0.24, 1, -1.5, -1%
31) O=S(=O)(Nc1cccc2cccnc12)c1ccccc1
  /, /, -1.5%, 100%*, 6%, 0.3%, /, /, /, /, /, /
32) CSc1nsc(/C=C/Nc2ccc(C)cc2)c1C#N
  -3%, 8%, 2.1%, -93%, 16%, 0.1%, -6%, -0.71, 0.071, -0.043, 0.72, 1%
33) N/C(=N\OS(=O)(=O)c1ccc(Cl)cc1)c1ccncc1
  13%, 5%, -3.2%, 26%, 14%, -0.1%, 8%, 1.3, -0.22, 0.67, 0.24, 5%
34) CCn1nc(C)c(Br)c1-c1nc(CS(=O)(=O)c2ccsc2)no1
  7%, 2%, 0.5%, -10%, 0%, -0.2%, 18%, 0.33, -0.21, -0.14, -0.39, 4%
35) O=C(NNC(=O)c1cc2ccccc2cc1O)Nc1ccc(Br)cc1
  /, 9%, 1.9%, 9%, 12%, -0.1%, 39%, /, /, /, /, /
36) CCOc1cc(/C=C2\SC(N3CCCCC3)=NC2=O)ccc1O
  /, -13%, -2.2%, -16%, -1%, 0.4%, -18%, /, /, /, /, /
37) Cc1ccc(C)c(Nc2ncnc3nc[nH]c23)c1
  6%, -5%, -4.2%, 3%, 3%, -0.1%, 1%, -1, -0.3, -0.52, 0.8, -6%
38) CC(=O)c1ccc(NC(=O)c2ccc(S(=O)(=O)N3CCCC3)cc2)cc1
  12%, -1%, 1.5%, 7%, 6%, -0.2%, 9%, -0.68, -0.25, -0.086, -0.028, 11%
39) COC(=O)c1c(C)nc(C)c(C(=O)OC)c1-c1ccc(OC)cc1
  6%, -11%, 2.6%, -3%, 7%, 0.5%, -6%, 0.24, -0.23, 0.12, 0.25, -7%
40) COC(=O)c1ccccc1NC(=O)C(=O)NCC1CCCO1 (stereo not drawn)
  11%, -22%, 1.5%, -10%, -4%, 0.2%, 8%, -0.34, -0.26, -0.42, 0.26, 8%
41) O=C(NCCCN1CCCC1=O)c1cccc(C(F)(F)F)c1
  14%, -17%, -1.5%, 14%, 17%, 0.0%, -2%, -0.69, -0.12, -0.97, -0.063, -5%

The list is partial, so the mix of outcomes need not match the whole.
